Screens from PubChem BioAssay.
ABHD4 inh = inhibits mouse alpha/beta hydrolase domain 4; Q8VD66; purified mABHD4, FP-Rh probe fluorescence polarization; inhibition, % at 8.92 µM; actives 0.54% (n = 370,000);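 active = inhibition exceeding the mean over every tested compound plus 3 SD, cut at about 30% in these data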;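 note: 0% = plate median of compound wells and 100% = S159A mutant with DMSO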
Target sequence (Q8VD66 whole entry, looked up, the tested form may be a part): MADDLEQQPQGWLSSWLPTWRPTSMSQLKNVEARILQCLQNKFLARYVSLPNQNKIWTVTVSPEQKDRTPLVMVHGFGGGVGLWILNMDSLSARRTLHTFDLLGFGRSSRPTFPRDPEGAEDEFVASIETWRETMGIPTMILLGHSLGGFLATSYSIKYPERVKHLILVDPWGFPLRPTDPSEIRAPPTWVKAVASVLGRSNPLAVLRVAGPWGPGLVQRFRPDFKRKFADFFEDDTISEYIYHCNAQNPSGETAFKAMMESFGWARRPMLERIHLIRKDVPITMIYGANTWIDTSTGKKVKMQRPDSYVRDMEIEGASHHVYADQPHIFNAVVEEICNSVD
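Material: mouse ABHD4 enzyme, wild type; Benchmarks: S159A mutant high control, sample median low control; Buffer or medium: HEPES pH 7.0, NaCl, Pluronic buffer; Signal: fluorescence polarization; Read-out: percent inhibition of probe binding, normalized to plate controls; Timing: pre-incubation 45 min, probe exposure 60 min, at 25 °C; Dosing: 8.92 µM, single dose.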
GC-A act = GC-A (human) enzyme activation. activation, % at 10 µM. P16066. HEK293 GC-A cells, cGMP TR-FRET, EC30 ANP; 0% at EC30 ANP, 100% saturating ANP. actives 0.14% (n = 370,000); in the data active = activation above about 40%
GC-B act = GC-B (human) receptor activation; P20594; HEK293-GC-B cells, CNP EC30, cGMP TR-FRET; 0% at EC30 CNP, 100% saturating CNP; activation, % at 10 µM; actives 0.11% (n = 370,000);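 active = activation at 10 µM reaching about 35% in either raw or pattern-adjusted values, limit read from the data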
ARFGAP1 inhibitor = inhibits rat ARF GTPase activating protein 1; Arfgap1-stimulated ARF1 GTP hydrolysis, GDP FP detection; inhibition, % at 16.5 µM; actives 0.26% (n = 360,000); AID 651572;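 active = inhibition above a per-plate limit, mean inhibition of low control wells plus 3 SD, cut at about 25% in these data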;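 note: 0% = DMSO wells with enzyme and 100% = wells lacking Arfgap1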
Target sequence (Q62848 1-136 limits assumed): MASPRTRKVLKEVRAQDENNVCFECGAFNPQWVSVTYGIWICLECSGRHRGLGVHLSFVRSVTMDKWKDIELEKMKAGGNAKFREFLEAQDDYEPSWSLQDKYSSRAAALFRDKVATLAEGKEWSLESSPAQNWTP
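system = rat Arfgap1 catalytic domain, aa 1-136 | technique = FP, GDP Alexa 633 tracer displaced from anti-GDP antibody, 620/688 nm | compound = one concentration, 16.5 µM, DMSO 1.26% | medium = HEPES-based buffer, pH 7.5 | timing = compound-enzyme preincubation 20 min, reaction 120 min, detection 60 min, 25 °C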
NR1D1 modulator = Rev-erb alpha (human) modulation; P20393; Rev-erbα–FITC-DNA binding, fluorescence polarization, 90 min; activity, % at 10 µM; actives 0.79% (n = 370,000); AID 1259318;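 active = activity above about 14%, limit read from the data; passing the limit was not always enough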;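 note: 0% = DMSO wells with 35 nM protein and 100% = DMSO wells with 750 nM protein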
PG9 Ab binder = binds the HIV-1 gp120 antibody PG9. TR-FRET gp120-PG9 antibody binding. inhibition, % at 6.7 µM. actives 0.43% (n = 360,000); in the data active = inhibition above about 8.5%
SMARCA2 act = SMARCA2 function activation, primary screen | MG213 cells, MMTV-luciferase reporter, dexamethasone, overnight | activation, % at 9.1 µM | actives 1% (n = 370,000) | AID 652017; in the data active = activation above about 7.8%;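 note: 0% = vehicle wells and 100% = reference activator wells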
ASAP1 GAP inh = ASAP1 ArfGAP inhibition. Q9ULH1. ASAP1-stimulated ARF1 GTP hydrolysis, GDP FP detection. inhibition, % at 16.5 µM. actives 0.19% (n = 360,000). AID 624377; in the data active = inhibition above about 25%;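 note: 0% = vehicle with enzyme and substrate and 100% = no enzyme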
rCAG binder = binds r(CAG) RNA repeats; inhibition, % at 3 µM; r(CAG) RNA repeat, TO-PRO-1 dye displacement fluorescence; actives 1.3% (n = 370,000);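 active = inhibition above the plate cutoff, the mean of all test compounds on that plate plus 3 SD, cut at about 35% in these data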;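 note: 0% = DMSO alone and 100% = 100 µM mitoxantrone as full dye displacement; higher means more dye released from RNA so lower well fluorescence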
HTRA1 inh = inhibitors of human serine peptidase HTRA1. recombinant HTRA1, FP-rhodamine activity-based probe, fluorescence polarization. inhibition, % at 5.96 µM. actives 0.5% (n = 340,000); in the data active = inhibition above about 36%;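 note: 0% = enzyme with DMSO and 100% = wells lacking enzyme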
Target sequence (Q92743 whole entry, looked up): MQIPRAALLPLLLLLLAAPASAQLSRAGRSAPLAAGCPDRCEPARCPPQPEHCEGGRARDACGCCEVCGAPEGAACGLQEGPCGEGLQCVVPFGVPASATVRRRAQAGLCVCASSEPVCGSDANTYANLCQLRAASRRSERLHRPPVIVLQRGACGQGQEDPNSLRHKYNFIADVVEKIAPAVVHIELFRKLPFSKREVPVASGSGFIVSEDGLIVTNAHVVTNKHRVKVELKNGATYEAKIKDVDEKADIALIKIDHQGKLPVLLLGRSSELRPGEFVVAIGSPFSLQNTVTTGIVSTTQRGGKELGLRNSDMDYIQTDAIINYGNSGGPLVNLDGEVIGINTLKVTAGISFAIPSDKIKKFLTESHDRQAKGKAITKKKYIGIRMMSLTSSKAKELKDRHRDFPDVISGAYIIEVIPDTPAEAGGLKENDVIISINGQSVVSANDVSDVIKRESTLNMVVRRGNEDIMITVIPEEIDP
Numbers without * were called inactive; / = not tested or not shown; & = joins results of further samples.

# | mol | ABHD4 inh | GC-A act | GC-B act | ARFGAP1 inhibitor | NR1D1 modulator | PG9 Ab binder | SMARCA2 act | ASAP1 GAP inh | rCAG binder | HTRA1 inh
1 | CC1CCN(C(C(=O)Nc2ccc3c(c2)OCO3)c2ccccc2)CC1 (configuration not stated) | 4 | -6 | -4 | -7 | -7 | -0.5 | 0 | 4 | 0 | -3
2 | COc1ccc(C(C2C(=O)CC(C)(C)CC2=O)C2C(=O)CC(C)(C)CC2=O)cc1COCC(F)(F)F | 9 | 7 | 0 | 18 | -4 | -2.6 | -1 | -10 | -1 | 8
3 | COc1cc(/C=N/NC(=O)c2cnccn2)cc(OC)c1OC | -2 | -6 | -1 | 11 | 5 | -0.6 | -4 | -5 | -7 | 7
4 | CC(C)N(C(=O)Cn1c(SCC(=O)NCc2ccc3c(c2)OCO3)nc2ccccc21)C(C)C | 4 | -4 | -3 | 13 | -1 | -1.7 | 0 | -2 | -9 | 0
5 | CC(OC(=O)c1ccc(Cl)cc1)C(=O)NCC1CCCCC1 (configuration not stated) | -3 | 0 | -2 | -10 | 2 | 2.8 | -4 | 2 | -1 | -5
6 | CCCCNC(=O)c1cccnc1SCC(=O)Nc1ccccc1OC | 2 | 0 | 3 | -16 | 1 | 0.3 | -4 | 3 | -3 | 3
7 | Cc1cc(C)n(-c2ccc(C(=O)NC3=NCCS3)cc2)n1 | 8 | 0 | -4 | 0 | 0 | 1.1 | 3 | 11 | -3 | 4
8 | O=C(NCc1cccs1)c1cc(S(=O)(=O)N2CCOCC2)c(Cl)cc1Cl | -3 | 1 | 2 | -1 | 8 | -1.4 | -3 | 2 | -6 | -3
9 | CCCc1cc(=O)oc2cc(OCc3cccc(OC)c3)c(Cl)cc12 | -11 | -2 | -12 | 1 | 5 | -2.6 | -1 | 1 | 0 | 3
10 | Cc1ccc(NC(=O)CN(C)C(=O)CSc2ccccc2F)cc1 | 3 | -4 | 4 | -4 | 3 | -1.7 | -2 | 1 | 6 | 0
11 | Cc1cccc(-n2c(SCc3ccc(C#N)cc3)nnc2-c2c[nH]c3ccccc23)c1 | 2 | -19 | -14 | 7 | 1 | 0.3 | -2 | -2 | 1 | -42
12 | COCCNC(=O)Cn1cnc2c(cnn2-c2ccc(OC)cc2)c1=O | -2 | 7 | -1 | 12 | 0 | -3.0 | -3 | -14 | 2 | -1
13 | CN(C(=O)COC(=O)/C=C/c1ccc2c(c1)OCO2)c1c(N)n(Cc2ccccc2)c(=O)[nH]c1=O | 5 | -5 | -3 | 6 | 7 | -0.5 | 1 | 1 | 3 | -7
14 | CCOc1ccc(-n2c(SCC(=O)c3ccc4ccccc4c3)nnc2-c2ccco2)cc1 | -16 | -2 | 2 | / | -4 | / | -4 | / | 21 | /
15 | c1ccc(-c2ccnc3nc(N4CCN(c5ccccc5)CC4)nn23)cc1 | 1 | -3 | -7 | -7 | -3 | 0.3 | 4 | -10 | -7 | -19
16 | O=C(CCc1nc2ccccc2c(=O)[nH]1)Nc1cccc(S(=O)(=O)N2CCCCC2)c1 | 1 | -4 | -4 | 5 | 5 | 0.0 | -1 | -8 | 3 | -5
17 | CN1CCN(C(=S)c2cn(Cc3ccc(F)cc3)c3ccccc23)CC1 | 3 | -14 | -5 | 1 | 4 | 0.7 | -1 | 0 | -3 | 0
18 | O=C(Cn1cccc1)NC1CCCCCC1 | -2 | 7 | 0 | -3 | 0 | 2.0 | -1 | 2 | 1 | 1
19 | COc1cc(CN2CCN(Cc3ccco3)CC2)cc(OC)c1 | 12 | 0 | 3 | -2 | 10 | -1.7 | -1 | 3 | -5 | 7
20 | CCCCOc1ccc(OCCCC)c2c1NC1(N2)C(=O)N(C(C)=O)c2ccccc21 | 3 | 5 | 5 | -16 | -6 | 1.1 | 3 | 4 | 0 | 2
21 | CC1(c2nnc(-c3ccc(Cl)cc3)o2)CC(c2cccc(Cl)c2)=NO1 (configuration not stated) | -26 | -2 | -1 | -1 | 1 | 1.0 | 0 | 13 | 1 | -24
22 | CCOc1ccccc1C(C(=O)NC1CCCCC1)N(C(=O)c1csnn1)C1CC1 (configuration not stated) | -6 | -5 | -5 | 5 | 0 | -2.6 | 1 | -1 | -1 | 8
23 | O=C(CCN1C(=O)/C(=C/c2ccco2)SC1=S)Nc1ccc(O)cc1C(=O)O | 20 | 0 | -2 | -16 | -8 | -1.5 | -2 | -3 | 93* | 9
24 | Nc1nc2cc3c(cc2cc1C(=O)NCc1cccnc1)OCO3 | 5 | 1 | 6 | 3 | 3 | -1.9 | 1 | 3 | 5 | /
25 | Cc1ccc(SCCNC(=O)c2ccc(CN3CCOCC3)cc2)cc1 | -7 | -2 | 3 | 7 | 5 | 1.2 | -2 | 4 | -9 | 3
26 | COc1ccc(C(=O)C(C)OC(=O)CCN2C(=O)C3CC=CCC3C2=O)cc1 (configuration not stated) | -5 | -3 | 7 | -5 | 7 | 0.4 | -1 | 2 | 3 | -2
27 | CCOC(=O)N1CC(=O)Nc2ccc(Br)cc2C1c1ccccc1 (configuration not stated) | -5 | -23 | -13 | -10 | -3 | -1.8 | -2 | -3 | -5 | -6
28 | Cc1cc(C)c(NC(=O)c2ccc3nccnc3c2)c(C)c1 | 7 | -1 | 0 | 10 | 1 | 0.2 | -1 | -2 | 4 | 5
29 | O=C(CCS(=O)(=O)c1ccc(Cl)cc1)OCC(=O)N1CCCCC1 | -2 | 1 | -3 | 4 | 2 | 0.2 | 5 | 0 | 0 | -8
30 | N#Cc1c(C#N)c(-c2ccccc2)n(-c2ccccc2)c1N | -3 | -7 | -3 | -6 | -2 | 0.4 | 0 | 1 | 1 | -13

Record cards (already shown). Order of screens: ABHD4 inh	GC-A act	GC-B act	ARFGAP1 inhibitor	NR1D1 modulator	PG9 Ab binder	SMARCA2 act	ASAP1 GAP inh	rCAG binder	HTRA1 inh
Cc1cccc(-n2c(SCc3ccc(C#N)cc3)nnc2-c2c[nH]c3ccccc23)c1 is listed as 2	-19	-14	7	1	0.3	-2	-2	1	-42
CN1CCN(C(=S)c2cn(Cc3ccc(F)cc3)c3ccccc23)CC1 is listed as 3	-14	-5	1	4	0.7	-1	0	-3	0

Next part.
# | mol | ABHD4 inh | GC-A act | GC-B act | ARFGAP1 inhibitor | NR1D1 modulator | PG9 Ab binder | SMARCA2 act | ASAP1 GAP inh | rCAG binder | HTRA1 inh
31 | CCCCn1c(N)c(N(CC(C)C)C(=O)c2oc3c(Cl)cccc3c2C)c(=O)[nH]c1=O | 6 | -5 | -2 | -2 | -2 | 0.5 | -1 | 7 | -1 | -1
32 | CCN(CC)C(=O)CN(C)S(=O)(=O)c1cccc2nsnc12 | 1 | 1 | 1 | -11 | 4 | 2.4 | -1 | -4 | -1 | 8
33 | COc1cccc(C(=O)N2CCC(n3nccc3NC(=O)C3CCOC3)CC2)c1 (configuration not stated) | 2 | 3 | 2 | -7 | 0 | -1.0 | 0 | -2 | -1 | 1
34 | Cc1ccc(-c2nc3[nH]c(=O)cc(NC(=O)C(C)C)n3n2)cc1 | 2 | -4 | -5 | 16 | -2 | -2.0 | -1 | -14 | 0 | -1
35 | O=C(/C=N/O)NCc1ccncc1 | 8 | 2 | -5 | -12 | 4 | 1.2 | 2 | -10 | 0 | 3
36 | CCc1nc(SCC(=O)NC2CCCC2)c2oc3ccccc3c2n1 | 1 | 4 | -1 | -3 | 39* | -0.5 | -2 | 7 | -2 | 3
37 | CCOC(=O)Cn1c(C)cc(=O)c2ccccc21 | -2 | -3 | 1 | 1 | -5 | 2.3 | -4 | 1 | -2 | 2
38 | O=C1CC2(CCN(C(=O)c3ccc(Cl)cc3)CC2)Oc2ccccc21 | 8 | -5 | -2 | 6 | 4 | -1.0 | -1 | -8 | -5 | 0
39 | COc1c(OC(C)=O)c(=O)n2c3ccccc3c3ccnc1c32 | 2 | 13 | -2 | 6 | 6 | 0.4 | 0 | 3 | -3 | -1
40 | O=C(O)c1[nH]c2ccc(Cl)cc2c1CC(=O)N1CCN(C(=O)c2ccco2)CC1 | 7 | 1 | 3 | 4 | 0 | -0.9 | 0 | 8 | 26 | -4
41 | Cc1cccc(OCc2nc(C#N)c(N3CC(C)CC(C)C3)o2)c1 (configuration not stated) | -3 | -2 | 3 | 3 | 8 | -1.4 | 1 | -15 | 3 | -29
42 | Cc1ccc(NC(=O)COC(=O)c2nn(C)cc2Cl)cc1 | -6 | -6 | -1 | -8 | -8 | 0.4 | -2 | -9 | -1 | -5
43 | COc1ccc2c(c1)cc1n2CCN2CCCN=C12 | 4 | 5 | -2 | -5 | 3 | 0.6 | -1 | 11 | -4 | -1
44 | COC(=O)c1sccc1N/N=C/c1ccc(OC)c(OC)c1OC | -3 | -7 | -11 | -4 | -1 | -1.5 | 4 | -8 | -4 | 3
45 | Cc1nnc(SCC(=O)N(CC(C)C)c2c(N)n(CC(C)C)c(=O)[nH]c2=O)n1-c1ccccc1 | -1 | 3 | 3 | -4 | -3 | -0.9 | -3 | 0 | -6 | -9
46 | CC1(C)C2CCC(CN=C(N)CSS(=O)(=O)O)C1C2 (configuration not stated) | -12 | 5 | 4 | -2 | -7 | 0.5 | 1 | -7 | 1 | 1
47 | Cc1cc(S(=O)(=O)N2CCCC(N(C)CCc3ccccn3)C2)c(C)cc1Cl (configuration not stated) | 3 | 2 | -7 | 2 | 5 | -3.9 | -2 | -5 | -6 | 3
48 | CC(C)C(=O)N1CCN(CCN=CC2=C(O)CC(c3ccco3)CC2=O)CC1 (configuration not stated) | 4&-14 | 2&-4 | 0&4 | -13&5 | -3&-1 | -0.9&-0.8 | -4&-4 | 10&5 | 2&0 | 12&5
49 | CC(C)Cc1ccc(S(=O)(=O)Nc2ccccn2)cc1 | 1 | 3 | 2 | -1 | 1 | 0.5 | -4 | -10 | -3 | 5
50 | O=C(NCCc1ccccc1)C1CCN(Cc2ccccc2F)CC1 | 6 | 4 | 2 | -1 | -4 | 0.5 | -3 | 0 | -1 | 4
51 | Cc1cccc(NC(=O)CSc2nnc(-c3ccccc3Br)o2)c1C | -1 | 5 | -4 | 13 | 6 | -3.2 | 1 | -2 | -2 | -11
52 | O=C1c2ccccc2C(c2nnnn2Cc2ccccc2)N1Cc1ccc(F)cc1 (configuration not stated) | -2 | 0 | 1 | 11 | -3 | 0.4 | -3 | 15 | 2 | /
53 | O=C(NNc1c(Cl)cc(Cl)cc1Cl)C1CCC1 | 4 | -2 | -4 | 8 | 0 | -0.1 | -2 | 1 | -5 | 0
54 | CCSc1nc(=O)n(-c2ccccc2)c(C)c1C(C)=S | 3 | 0 | -3 | -3 | -4 | -0.6 | 2 | 5 | 2 | 1
55 | Cc1c(C)n(CCCN(C)C)c2ncnc(NC3CCCCC3)c12 | 4 | -29 | -3 | -4 | 4 | -2.1 | -1 | -6 | -2 | -11
56 | COCCCN1CN(Cc2ccccc2)CNC1=S | -4 | 1 | 3 | 9 | -1 | -1.0 | 0 | -2 | -4 | 2
57 | CCC(C)NC(=O)Cc1c(OC)ccc2cc(Br)ccc12 (configuration not stated) | 1 | -9 | -11 | -2 | 23* | 8.1 | -3 | -16 | 0 | 4
58 | COc1cc(NC(=O)Cn2cnc(S(=O)(=O)N3CCCC3)c2)cc(OC)c1OC | 5 | 1 | 8 | 8 | -3 | -1.5 | -1 | 15 | -2 | 1
59 | CCc1ccc(C(C)NC(=O)c2cc(C)oc2C)cc1 (configuration not stated) | 7 | 11 | 0 | 9 | 0 | -1.1 | -4 | -2 | 7 | -5
